b-catenin transl – beta-catenin nuclear translocation modulation; HeLa beta-catenin nuclear translocation, immunofluorescence imaging; 190,000 compounds, 0.3% hits; nuclear translocation activity, % at 5 µM;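 active = nuclear translocation activity above 50% at 5 µM, with a well cell count of 50 or more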;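 also: per-cell ratio of nuclear to cytoplasmic median beta-catenin stain intensity; plate controls were DMSO negative control for no effect and GSK-3 inhibitor IX positive control for full effect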
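Test system: human HeLa cells, native beta-catenin. Compound dosing: 5 µM primary single dose, 0.1% DMSO, 0.02–20 µM confirmation series. Incubation: compound exposure 24 h at 37°C. Detection: beta-catenin immunostaining with DAPI counterstain, 20x imaging, 6 fields/well. Read-out basis: Nuclear/cytoplasmic beta-catenin signal ratio, % activation.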
AID2073 – disruptors of CaV2.2 binding to Mint1 – biochemical, HTRF (AID 2073); HTRF protein-protein interaction, Mint1-CaV2.2; higher % means a stronger effect; inhibition, % at 20 µM, or IC50 in µM where a hit was titrated; 290,000 compounds, 0.19% hits; in the data active = inhibition mostly above about 51%, no sharp cut-off; also: some results filed as inactive read as strong as hits
Autophagy HCS – autophagy modulation, high-content screen; MEF GFP-LC3 puncta imaging; test concentration mostly 10 µM; calls only at 10 µM (by protocol); 190,000 compounds, 0.98% hits; AID 463193;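 active = percentage of spot-positive cells more than 3 SD above its plate mean, without a fluorescence outlier flag or 80% toxicity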;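 also: spot-positive cell cutoff set from DMSO-treated cells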
Yfh1-depleted yeast – enhancers of respiration in Yfh1-depleted yeast, dose response, Friedreich's ataxia, plus single-dose screen (AID 1465). 220,000 compounds, 0.074% hits. fold induction at 50 µM, or EC50 in µM where a hit was titrated. S. cerevisiae Yfh1-off respiration, WST-1 reduction, 72 h; higher fold induction means a stronger effect;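 active = fold induction of absorbance versus untreated yeast above a set limit, then at least 30% activation at any dose in follow-up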;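 also: activators that raise dye reduction in frataxin-depleted yeast; strong numbers were not always called active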
HIV fusion peptide – inhibitors of HIV fusion peptide binding, primary screen, biochemical, uHTS, fluorescence dequenching (AID 1986); cell-free peptide binding, fluorescence dequenching, 30 min; higher % means a stronger effect; inhibition, % at 20 µM, or IC50 in µM where a hit was titrated; 290,000 compounds, 0.3% hits; in the data active = inhibition mostly above about 52%, no sharp cut-off; inactive = mostly below about 76%; also: some results filed as inactive read as strong as hits
Dynein transport – blocks dynein driven cargo transport along microtubules. 220,000 compounds, 0.47% hits. 3617.4 mouse cells, GR-EGFP nuclear translocation imaging; test concentration mostly 20 µM; stimulated with dexamethasone, 1 µM; active compounds read low. z-score, hits read low. AID 1381;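 active = plate z-score of nuclear minus cytoplasmic receptor signal below a set negative limit, without overly bright fluorescence or cell loss, cut at about -3.5 in these data, passing the limit was not always enough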;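 also: z-score of nuclear minus cytoplasmic ring GR-EGFP intensity difference per well; some compounds called inactive have numbers as strong as hits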
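Buffer or medium: tet-free, stripped-serum medium; reagent: dexamethasone at 1.0 µM final, 30 min; incubation: 48 h induction, 1 h compound, 30 min dex at 37 °C; measured by: formaldehyde fixation, Hoechst nuclear stain, 10x automated fluorescence imaging; read-out: nuclear-to-cytoplasmic GR-EGFP distribution per well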
WT yeast gro inh – growth inhibition of WT yeast, mitochondrial fusion screen | mitochondrial fusion phenotypic screen, WT strain | AID 1362 | 190,000 compounds, 2.1% hits | inhibition, % at 10 µM; in the data active = inhibition above about 58%; tested in S. cerevisiae
Ins promoter up – MIN6 insulin promoter up-regulation; MIN6 insulin promoter-GFP reporter, high-content imaging; active compounds read high; z-score at 5 µM; 190,000 compounds, 0.3% hits; AID 1625;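 active = z-score above 3 at 5 µM with at least 500 cells counted in the well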
MT stabilize HCS – stabilizes microtubules in HeLa cells | HeLa tubulin immunostaining HCS, 24 h; share of cells brighter than vehicle mean+2SD | % tubulin-high responders, % at 10 µM | 200,000 compounds, 0.83% hits;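 active = plate Z-score above 3 for both tubulin-high and condensed-nucleus cell shares, with cell loss under 80%, at 10 µM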;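 also: anti alpha tubulin signal scored within the nucleus-defined area of each cell; some results filed as inactive read as strong as hits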
WT yeast gro inh mutant strain – further read-out of WT yeast gro inh, marked with its call; inhibition, %; mitochondrial fusion phenotypic screen, mutant strain inhibition
Dynein transport cytoplasmic EGFP – second read-out of Dynein transport, no call of its own (marks repeat the call); z-score; measured here: cytoplasmic GR-EGFP intensity; active compounds read high
Dynein transport nuclear GR-EGFP – also measured in Dynein transport; calls as there; z-score; measured here: nuclear GR-EGFP intensity;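 lower value marks the stronger effect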
Dynein transport cell count – further read-out of Dynein transport, marked with its call; z-score; measured here: cell count per field
Ins promoter up cell count – second read-out of Ins promoter up, no call of its own (marks repeat the call); cell count; measured here: cytotoxicity, nuclei count;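 total cells summed across four imaged fields per well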
b-catenin transl cell count 5 µM – second read-out of b-catenin transl, no call of its own (marks repeat the call); cell count; measured here: cell count, cytotoxicity flag
MT stabilize HCS Hoechst-high % – also measured in MT stabilize HCS; calls as there; % Hoechst-high responders; measured here: nuclear condensation Hoechst responders;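 share of cells brighter than vehicle mean plus two SD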
MT stabilize HCS cytotoxicity % – recorded beside MT stabilize HCS, whose call it bears; toxicity, %; measured here: cytotoxicity by cell density;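 0% = mean cell density of plate MIN control wells and 100% = no cells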
Autophagy HCS cell loss 18 h – further read-out of Autophagy HCS, marked with its call; toxicity, %; measured here: cell loss, nuclei count;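 cell loss after 18 h compound exposure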
The depositor's hits bear a star; i = inactive; . = no result given. An unsorted share of the library. About 4.2% of those tested had a hit in this group.

SMILES	b-catenin transl	b-catenin transl cell count 5 µM	AID2073	Autophagy HCS	Autophagy HCS cell loss 18 h	Yfh1-depleted yeast	HIV fusion peptide	Dynein transport	Dynein transport cytoplasmic EGFP	Dynein transport nuclear GR-EGFP	Dynein transport cell count	WT yeast gro inh	WT yeast gro inh mutant strain	Ins promoter up	Ins promoter up cell count	MT stabilize HCS	MT stabilize HCS Hoechst-high %	MT stabilize HCS cytotoxicity %
Cn1c(-c2ccccc2[N+](=O)[O-])[n+](C)c2ccccc21	-0.6	1285	1%	.	.	i	-1.4%	-0.87	0.18	-0.39	0.6	.	.	-0.13	1102	.	.	.
COc1cccc(N2C(=O)C3C(C2=O)C2C=CC3C23CC3)c1 (stereo not drawn)	-3.4	1064	3%	i	32	i	1.1%	-0.97	-0.19	-0.6	1.3	39	-3	-0.27	1810	4.2	1.8	7.2
CC1(C)CN(c2cccc(Br)c2)C1=O	-1.8	1064	-7%	i	0	i	-1.2%	0.93	-0.28	0.32	-0.14	-6	-6	0.69	1205	4.1	2.2	11
O=C1c2ccccc2C(=O)N1CSc1nnnn1-c1ccccc1	.	.	-1%	i	1	i	-2.8%	-0.67	-0.2	-0.54	-0.14	-10	-6	-0.04	1237	2.6	0.7	27
CCOc1ccc(N(CC(=O)N/N=C/c2cccnc2)S(C)(=O)=O)cc1	1.2	1151	4%	i	6	i	-1.8%	-0.64	-0.24	-0.13	1.1	3	5	1.1	1316	1.6	1.2	8.5
CN(Cc1cccc2ccccc12)C(=O)c1cc(COc2c(F)cccc2F)on1	0.9	1078	1%	i	12	i	0.4%	-0.56	-0.24	-0.13	-0.32	33	6	0.57	1347	1.2	1.7	1.6
COc1cc(/C=C2\SC(=S)N(CC(=O)NC3=NCCS3)C2=O)cc(OC)c1OC	2.1	1045	23%	i	1	i	8.3%	1.6	0.66	1.4	-1.9	6	-4	-0.33	1266	1.8	2.6	7.7
COC(=O)c1ccc(NC(=O)CN2C(=O)CSC2=O)cc1	.	.	-11%	i	0	i	0.4%	-0.51	-0.24	-0.4	1	-6	-9	1	1244	2.4	0.2	40
Cc1cccc(NC(=O)Cn2c(=O)n(Cc3ccco3)c(=N)c3c4c(sc32)COC(C)(C)C4)c1	-2.3	1198	1%	i	6	i	3.5%	-1.7	0.39	-0.89	2.2	12	-4	-0.44	895	6.1	2.9	12
COc1ccc(Nc2oc(-c3cccs3)nc2C#N)cc1	-1.3	1414	2%	i	-5	i	-1.3%	-0.25	-0.31	0.2	0.055	-10	-1	0.32	1489	5.9	4.5	8.0
O=C(CSc1nc(-c2ccc(F)cc2)cc(C(F)(F)F)n1)NCCN1CCOCC1	-2.6	586	-3%	i	-1	i	-1.4%	-0.8	-0.23	-0.2	0.87	0	-4	-0.26	1238	4.7	2.7	8.0
Cc1cccc2sc(NC(=O)CNS(=O)(=O)c3ccc(Br)s3)nc12	.	.	6%	i	5	i	2.8%	-0.78	-0.31	-0.13	0.0026	-5	25	.	.	3.3	1.6	7.7
CCOC(=O)CC(=O)CSc1nc(CC)c(C)cc1C#N	-1.3	1328	-14%	.	.	i	0.5%	-0.11	-0.27	-0.076	0.35	.	.	0.53	1064	.	.	.
COc1ccc(C(=O)c2ccc(Cl)cc2)c2ccccc12	.	.	9%	i	8	i	3.5%	-0.49	0.069	-0.41	0.48	19	34	0	937	8.2	5.4	3.3
CS(=O)(=O)N1CCN(c2ccc([N+](=O)[O-])c(NCCN3CCOCC3)c2)CC1	1.4	1318	19%	i	-2	.	0.2%	-0.012	-0.21	-0.074	0.29	-23	23	0.06	1512	1.5	1.2	5.5

3 entries out of the list above, sorted by the value under MT stabilize HCS Hoechst-high %, rising.
SMILES	AID2073	HIV fusion peptide	Dynein transport	Dynein transport cytoplasmic EGFP	Dynein transport nuclear GR-EGFP	Dynein transport cell count	WT yeast gro inh mutant strain	MT stabilize HCS Hoechst-high %
COc1cccc(N2C(=O)C3C(C2=O)C2C=CC3C23CC3)c1 (stereo not drawn)	3%	1.1%	-0.97	-0.19	-0.6	1.3	-3	1.8
COc1cc(/C=C2\SC(=S)N(CC(=O)NC3=NCCS3)C2=O)cc(OC)c1OC	23%	8.3%	1.6	0.66	1.4	-1.9	-4	2.6
Cc1cccc(NC(=O)Cn2c(=O)n(Cc3ccco3)c(=N)c3c4c(sc32)COC(C)(C)C4)c1	1%	3.5%	-1.7	0.39	-0.89	2.2	-4	2.9

Next records.
SMILES	b-catenin transl	b-catenin transl cell count 5 µM	AID2073	Autophagy HCS	Autophagy HCS cell loss 18 h	Yfh1-depleted yeast	HIV fusion peptide	Dynein transport	Dynein transport cytoplasmic EGFP	Dynein transport nuclear GR-EGFP	Dynein transport cell count	WT yeast gro inh	WT yeast gro inh mutant strain	Ins promoter up	Ins promoter up cell count	MT stabilize HCS	MT stabilize HCS Hoechst-high %	MT stabilize HCS cytotoxicity %
CCCn1c(C)cc(/C=C(\C#N)C(=O)OCC(=O)NC(=O)NCC)c1C	6.0	1004	16%	i	35	i	0.5%	-0.71	-0.25	-0.12	1.1	-7	-2	0.6	798	0.8	1.5	5.3
COc1ccc(/C=N\NC(=O)CNC(=O)C(c2ccccc2)c2ccccc2)cc1[N+](=O)[O-]	-2.0	573	8%	i	4	i	0.1%	-0.41	-0.25	-0.33	0.96	1	14	0.38	1302	2.5	2.8	7.1
O=C(Nc1ccc(OC(=O)c2cccnc2)cc1)c1cccnc1	0.7	1363	-3%	i	-6	i	-0.2%	1.3	-0.25	0.68	-0.71	7	14	0.02	1550	5.9	4.1	5.5
Clc1ccc(N2CCCCCC2)nn1	.	.	19%	i	3	i	-1.6%	-0.023	0.23	-0.22	-0.35	0	11	.	.	1.7	1.9	7.5
COc1ccc(Nc2ccc(S(=O)(=O)N3CCCCC3)cc2[N+](=O)[O-])cc1	-3.8	1123	3%	i	5	i	0.5%	0.42	0.22	0.11	0.52	10	8	0.52	1446	8.4	1.5	3.1
Cc1cc(Nc2cccc([N+](=O)[O-])c2)n2c(nc3ccccc32)c1C#N	-0.7	1025	13%	i	34	.	-0.4%	-0.088	-0.054	-0.17	-0.29	10	9	-0.93	1781	2.7	1.2	11
Cc1ccc(NC(=O)CSc2ccc(-c3ccco3)nn2)c(C)c1	1.0	1124	26%	i	-6	i	5.9%	0.28	-0.31	-0.097	0.43	-8	-11	-0.73	1173	1.4	1.4	7.8
COc1ccccc1Nc1ncccc1C(=O)NCc1ccccc1	.	.	5%	i	0	i	0.9%	-0.42	-0.15	-0.016	0.11	-2	6	.	.	3.8	2.4	4.5
O=C(O)C1=C[C@@H](c2coc3ccccc3c2=O)C[C@@H](OCCCCO)O1	-1.5	1167	-12%	i	-13	i	1.9%	-0.052	0.15	0.31	-0.81	5	0	0.64	1406	2.0	0.9	2.5
C[C@H](NC(=O)c1ccccc1Cl)C(=O)OCCOc1cccc(Cl)c1	0.5	982	2%	i	-10	i	-2.2%	0.6	-0.17	0.056	-0.4	-4	-27	-0.21	1526	4.4	2.5	8.7
COc1ccc(-n2c(SCC(=O)Nc3cccc(S(N)(=O)=O)c3)nc3ccccc3c2=O)cc1OC	-4.2	1224	19%	.	.	i	1.0%	1.4	-0.24	0.54	-0.58	.	.	0.38	1453	.	.	.
CCCCCC(=O)Nc1cccc(C2=NOC3(C2)C[C@@H](C(N)=O)N(C(=O)c2cc([N+](=O)[O-])cc([N+](=O)[O-])c2C)C3)c1 (stereo partly drawn)	1.2	944	3%	.	.	i	-1.8%	1	-0.75	0.59	-0.46	.	.	0.2	655	.	.	.
CCOC(=O)c1c(C)n(-c2ccc(C)cc2)c2ccc(OCC(O)CN3CCN(C)CC3)cc12 (stereo not drawn)	14	981	5%	i	-1	i	0.6%	-2.6	3.8	-0.96	-3	92*	34*	-1.9	745	3.7	5.0	8.3
O=C(COC(=O)c1cnccn1)c1ccccc1	-1.4	1220	-4%	i	1	.	1.3%	-0.76	-0.24	-0.14	0.54	-5	3	0.64	925	1.4	1.2	6.2
CN(C)C(/C=C/Nc1ccc([N+](=O)[O-])cc1)=C(C#N)C#N	-0.8	1052	-8%	i	17	i	0.2%	-0.61	-0.2	-0.36	0.56	-29	2	1.7	1177	2.6	1.9	3.8
Cc1c(Cl)cccc1-c1ccc(C(=O)N2CCN(c3ccc([N+](=O)[O-])cc3)CC2)o1	-2.0	1014	-33%	i	21	i	-1.7%	-0.21	-0.33	0.22	0.21	-6	11	-0.87	1215	4.7	1.8	1.6
CCCC(=O)Nc1nc(-c2ccc(Cl)s2)cs1	1.9	1079	-5%	i	12	i	-0.1%	-0.28	-0.18	-0.19	-0.059	34	25	-0.17	1151	4.3	1.7	11
C=CCn1c(-c2c(C)nc3cc(C)ccn23)n[nH]c1=S	2.3	482	-13%	i	-7	i	0.5%	2.8	0.6	1.3	-1.8	-30	-18	0.2	1037	5.9	3.4	11
Cc1cc(N2CCN(C)CC2)nc(-c2ccccc2O)n1	0.6	1274	5%	.	.	i	-2.7%	-0.22	-0.25	-0.51	1.2	.	.	-1.2	1452	.	.	.
O=C(CNC(=S)N(Cc1ccc(F)cc1)C1CCCCC1)NCC1CCCO1 (stereo not drawn)	-3.0	861	-20%	i	4	i	-1.2%	-0.53	-0.22	0.026	0.97	-13	12	2.1	1199	5.8	2.9	6.9
COc1cccc(N(C(=O)Cn2nnc3ccccc32)C(C(=O)NCc2ccco2)c2cccnc2)c1 (stereo not drawn)	-3.7	965	2%	i	2	i	4.3%	1.1	-0.19	1.1	-0.33	-13	-5	0.52	1335	1.8	2.0	7.7
Cc1cc(NC(=O)c2cccc([N+](=O)[O-])c2)n(-c2ccccc2)n1	-1.7	528	-2%	i	7	i	0.1%	1.2	-0.19	0.24	-1.1	-4	-13	0.02	1472	3.6	1.5	8.9
